# Bioassay records: PubChem BioAssay, Vanderbilt High Throughput Screening Facility
# AMPAR-TARP mod – modulators of AMPA receptor GluA2-stargazin complexes | O88602+P19491 | HEK293 GluA2+stargazin, membrane potential dye (FDSS), glutamate EC50; hits were called plate by plate, in both directions | calls only at 30 µM | 40,000 compounds, 3.5% hits | AID 1259245;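 active = any of four per-well response measures lying three or more SD from its plate-wide compound average, in either direction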
# Target sequence (O88602 whole entry, looked up): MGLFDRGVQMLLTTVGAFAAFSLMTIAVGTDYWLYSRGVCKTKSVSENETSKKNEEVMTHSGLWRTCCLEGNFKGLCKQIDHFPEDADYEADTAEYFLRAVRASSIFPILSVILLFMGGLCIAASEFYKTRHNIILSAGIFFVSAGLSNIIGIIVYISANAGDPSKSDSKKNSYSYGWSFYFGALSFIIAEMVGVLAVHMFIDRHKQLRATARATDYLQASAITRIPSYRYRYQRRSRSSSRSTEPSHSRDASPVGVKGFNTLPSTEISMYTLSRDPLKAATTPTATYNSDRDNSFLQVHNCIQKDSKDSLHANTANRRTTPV
# Target sequence (P19491 whole entry, looked up): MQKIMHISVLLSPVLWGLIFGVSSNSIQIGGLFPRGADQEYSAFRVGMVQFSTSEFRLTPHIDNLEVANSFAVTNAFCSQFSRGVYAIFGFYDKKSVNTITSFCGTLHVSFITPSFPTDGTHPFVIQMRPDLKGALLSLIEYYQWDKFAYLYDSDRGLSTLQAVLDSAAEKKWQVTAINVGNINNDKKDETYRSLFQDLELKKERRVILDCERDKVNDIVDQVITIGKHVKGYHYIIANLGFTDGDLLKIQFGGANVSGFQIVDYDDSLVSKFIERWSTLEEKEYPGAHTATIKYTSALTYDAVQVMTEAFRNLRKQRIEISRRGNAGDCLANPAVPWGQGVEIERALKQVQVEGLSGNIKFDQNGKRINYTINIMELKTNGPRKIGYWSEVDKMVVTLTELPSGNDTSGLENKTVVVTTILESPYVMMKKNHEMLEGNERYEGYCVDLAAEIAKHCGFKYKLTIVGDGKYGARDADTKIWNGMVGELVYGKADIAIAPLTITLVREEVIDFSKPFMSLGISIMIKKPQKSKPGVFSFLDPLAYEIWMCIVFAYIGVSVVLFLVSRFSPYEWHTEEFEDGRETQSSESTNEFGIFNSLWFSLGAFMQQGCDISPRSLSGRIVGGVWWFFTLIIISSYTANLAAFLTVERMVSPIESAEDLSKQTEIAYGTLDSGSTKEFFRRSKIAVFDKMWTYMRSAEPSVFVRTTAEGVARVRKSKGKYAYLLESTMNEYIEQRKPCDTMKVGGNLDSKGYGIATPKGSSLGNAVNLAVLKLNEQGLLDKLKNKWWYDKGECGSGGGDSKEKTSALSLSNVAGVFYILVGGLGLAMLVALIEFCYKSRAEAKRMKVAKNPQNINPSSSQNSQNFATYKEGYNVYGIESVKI
# AMPAR-TARP mod agonism max-min – further read-out of AMPAR-TARP mod, marked with its call; compound max-min signal; compound-alone response (agonism);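 unitless range of fluorescence divided by baseline over first 100 seconds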
# AMPAR-TARP mod glutamate slope – second read-out of AMPAR-TARP mod, no call of its own (marks repeat the call); glutamate slope, % of max; measured here: glutamate response slope, % max;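 scaled per plate between vehicle wells and maximal 1 mM glutamate control wells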
# An asterisk follows results filed as active; i = inactive; + = active, no number; & = joins results of further samples. Not all compounds are listed; the hit share may differ from the screen's.
canonical_smiles | AMPAR-TARP mod | AMPAR-TARP mod agonism max-min | AMPAR-TARP mod glutamate slope
CCOC(=O)N1CCN(C(=O)CSc2nncn2C)CC1 | i | 0.087 | 52
CSCCn1c(=NC(=O)CSCc2ccccc2)sc2cc(S(C)(=O)=O)ccc21 | i | 0.081 | 61
O=C(CN1CCCN(Cc2cccc(F)c2)S1(=O)=O)Nc1cccc(C(F)(F)F)c1 | i | 0.089 | 64
CN1CCC(CNC(=O)C(=O)Nc2cc(Cl)ccc2C#N)CC1 | i | 0.1 | 67
CC1CCc2c(sc(NC(=O)C3CCCN(S(C)(=O)=O)C3)c2C(N)=O)C1 (stereo not drawn) | i | 0.097 | 41
Cc1cc(C)n(-c2cc(NCCNS(=O)(=O)c3ccc4nc(C)sc4c3)ncn2)n1 | i | 0.088 | 57
CCOc1ccc(-n2ccnc(SCC(=O)c3cccc(Cl)c3)c2=O)cc1 | i | 0.074 | 57
O=C(Cc1ccc(-c2ccccc2)cc1)Nc1ccc(N2CCCC2=O)cc1 | i | 0.11 | 60
CC(O)(CNC(=O)/C=C/c1ccco1)c1ccccc1 (stereo not drawn) | i | 0.11 | 64
N#Cc1ccc(Cl)cc1NC(=O)C(=O)NC(c1ccccc1)c1ccccc1 | i | 0.078 | 45
O=C1Nc2c(c(=O)[nH]c(=O)n2Cc2ccccc2)C(c2cccs2)N1 (stereo not drawn) | i | 0.076 | 59
CCOc1ccc(CC(=O)N2CCN(c3nccn3-c3ccc(C)cc3)CC2)cc1 | i | 0.059 | 42
O=c1ccc(-c2cccs2)nn1CCNS(=O)(=O)CCOc1ccc(F)cc1 | i | 0.14 | 59
Cn1nc(-c2cccc(NS(=O)(=O)c3ccc(Oc4ccccc4)cc3)c2)ccc1=O | i | 0.037 | 59
CSc1ccccc1CN1CCC(CNC(=O)c2cc(C)cs2)CC1 | i | 0.083 | 36
COCCSc1ccc(-n2nc(C)cc2C)nn1 | i | 0.051 | 50
O=c1ccc(-c2ccccc2)nn1CCCNS(=O)(=O)c1ccc2c(c1)OCCO2 | i | 0.08 | 58
O=S(=O)(NCCOc1ccc(-c2ccccc2)nn1)c1ccc(I)cc1 | i | 0.031 | 61
COc1ccc(-n2nnc3c(N4CCN(C(=O)CSCc5ccccc5)CC4)ncnc32)cc1 | i | 0.11 | 74
O=C(Nc1ccc(F)c(F)c1)c1ccc(N2CCCCS2(=O)=O)cc1 | i | 0.13 | 63
O=c1nc(SCc2c(F)cccc2Cl)c2c(n1CCCO)CCCC2 | i | 0.056 | 57
CCCS(=O)(=O)N1CCCc2cc(NS(=O)(=O)c3ccc(OC)c(Cl)c3)ccc21 | i | 0.13 | 67
O=C(c1nnn(-c2ccccc2)c1CSc1ncccn1)N1CCOCC1 | i | 0.05 | 49
CCCCc1ccc(NC(=O)C2COCC(=O)N2Cc2ccccc2)cc1 (stereo not drawn) | i | 0.067 | 53
CCc1cc(C(=O)Cc2ccc3c(c2)OCCCO3)c(O)cc1OC | i | 0.088 | 68
Cc1ccc(S(=O)(=O)c2c(C)cc(C)n(CC(=O)NCc3ccccc3)c2=O)cc1 | i | 0.1 | 62
COc1ccc(CNC(=O)C2CCN(c3cc(Sc4cc(C)ccc4C)ncn3)CC2)cc1OC | i | 0.11 | 65
COc1cc(NC(=O)Nc2ccccc2)ccc1N1CCCC1=O | i | 0.11 | 49
Cc1ccc(-c2ccc(SCC(=O)c3cccs3)nn2)c(C)c1 | i | 0.032 | 68
O=C(Cc1ccc(NS(=O)(=O)C2CCCCC2)cc1)N1CCCC1 | i | 0.098 | 60
O=C(NCC(F)(F)F)c1ccc(N2CCC(Cc3ccccc3)CC2)nn1 | + | 0.28* | 64*
Nc1c(-c2nc(-c3ccc(F)cc3)no2)nnn1-c1cccc(Cl)c1 | i | 0.14 | 50
CCCNC(=O)COc1coc(CN2CCN(c3ccc(F)cc3)CC2)cc1=O | i | 0.069 | 54
CC(=O)Nc1c(C(=O)Nc2ccc(Cl)cc2)nnn1-c1ccccc1 | i | 0.12 | 50
O=C(NCC1CCN(Cc2cccs2)CC1)C(=O)NC1CCCC1 | i | 0.06 | 63
COC(=O)c1ccc(Cn2cnc3c(nnn3C)c2=O)cc1 | i | 0.091 | 71
COc1ccc2c(=O)c(Oc3ccc(C(=O)Nc4ccccc4C(N)=O)cc3)c(C)oc2c1 | i | 0.11 | 52
Cc1cc(C(=O)NCC2CCN(S(=O)(=O)C3CC3)CC2)no1 | i | 0.057 | 43
O=c1ccc(-c2ccc(Cl)cc2)nn1CCCNS(=O)(=O)Cc1ccccc1 | i | 0.1 | 56
O=S(=O)(NCC#CCN1CCc2ccccc2C1)c1ccc(Br)cc1 | i | 0.049 | 66
COc1ccc(/C=C2\Oc3c(ccc4c3CN(c3ccc(F)cc3)CO4)C2=O)c(OC)c1OC | i | 0.1 | 52
O=C(Nc1ccc2c(c1)OCCO2)c1ccc(C(=O)Nc2ccc3c(c2)OCCO3)nc1 | i | 0.06 | 21
Cn1c(=O)n(CC(=O)O)c(=O)c2c1nc1n2CCN1c1ccccc1 | i | 0.062 | 34
CCS(=O)(=O)c1ccc(CC(=O)Nc2cccc(-c3nc4ccccc4[nH]3)c2)cc1 | i | 0.086 | 58
Cc1cc2c(cc1C)NC(CC(=O)NCCc1ccccc1)C(=O)N2 (stereo not drawn) | i | 0.076 | 55
COc1cccc(OCC(=O)Nc2cc(C)nn2C2CCS(=O)(=O)C2)c1 (stereo not drawn) | i | 0.062 | 40
O=C(c1ccc2c(c1)OCO2)N1CCN(Cc2nnnn2-c2ccc(F)c(F)c2)CC1 | i | 0.085 | 58
COc1ccc2oc(=O)c(C(=O)N3CCN(c4ccccc4Cl)CC3)cc2c1 | i | 0.096 | 64
O=C(c1cc(Cl)ccc1[N+](=O)[O-])N1CCN(c2ncnc3c2nnn3-c2cccc(F)c2)CC1 | i | 0.11 | 49
CCOC(=O)N1CCN(S(=O)(=O)c2ccc(OCC)cc2OCC)CC1 | i | 0.096 | 62
CC1CN(C(=O)C2CCN(S(=O)(=O)c3ccccc3)CC2)CC(C)O1 (stereo not drawn) | i | 0.11 | 66
COc1ccccc1NC(=O)NCCC(O)c1ccco1 (stereo not drawn) | i | 0.087 | 54
COc1ccccc1N1CCN(C2CC(=O)N(c3ccc(C)c(Cl)c3)C2=O)CC1 (stereo not drawn) | i | 0.076 | 50
CN(C)C(=O)Cc1ccc(NC(=O)Cc2cccs2)cc1 | i | 0.055 | 36
CN(C)C(=O)Cc1ccc(NC(=O)NC(C)(C)C)cc1 | i | 0.094 | 66
COc1cc(C(=O)NCCn2ncc3c(N4CCCCCC4)ncnc32)cc(OC)c1OC | i | 0.056 | 58
CCOc1cn(-c2ccc(F)cc2)nc1C(=O)Nc1ccc(C(C)=O)cc1 | i | 0.2 | 59
CC(=O)Nc1ccc(S(=O)(=O)Nc2ccc(S(N)(=O)=O)cc2)cc1 | i | 0.049 | 59
CCOc1ccccc1NC(=O)c1ccc(N2CCCCS2(=O)=O)cc1 | i | 0.1 | 57
CCOc1cc(C(=O)N2CCN(c3nccn3C)CC2)cc(OCC)c1OCC | i | 0.077 | 60

# More structures follow:
canonical_smiles | AMPAR-TARP mod | AMPAR-TARP mod agonism max-min | AMPAR-TARP mod glutamate slope
CNC(=O)C(=O)Nc1cc(C)ccc1OC | i | 0.044 | 46
O=C(Cc1cccs1)NCCCC(=O)Nc1cccc2cccnc12 | i | 0.084 | 59
O=C(NCC1CCN(C(=O)/C=C/c2ccco2)CC1)c1ccco1 | i | 0.049 | 38
O=C(Nc1cccc(Br)c1)C1COCC(=O)N1Cc1ccccc1 (stereo not drawn) | i | 0.091 | 46
O=C1CC(c2nc3ccccc3n2CC(O)COc2ccccc2Cl)CN1Cc1ccccc1 (stereo not drawn) | i | 0.11 | 54
Cc1ccc(N(C(=O)C(F)(F)F)C2C=CS(=O)(=O)C2)c(C)c1 (stereo not drawn) | i | 0.093 | 58
CCn1c(=O)c2c(nc3n(-c4ccc(OC)cc4)c(-c4ccccc4)cn23)n(C)c1=O | i | 0.11 | 60
COc1cccc(NC(=O)CCN2C(=O)c3ccccc3S2(=O)=O)c1 | i | 0.054 | 61
CS(=O)(=O)Nc1cccc(NC(=O)c2ccc(=O)n(Cc3ccccc3)n2)c1 | i | 0.082 | 60
COc1ccc(S(=O)(=O)CCC(=O)Nc2c(C(N)=O)oc3ccccc23)cc1 | i | 0.075 | 71
O=C(Cn1nc(-c2ccco2)ccc1=O)Nc1ccc2c(c1)OCO2 | i | 0.04 | 56
CC(=O)c1c(C)nn(C(=O)N2CCOCC2)c1C | i | 0.1 | 61
O=S(=O)(c1ccccc1)c1nc(-c2cccs2)oc1NCCCn1ccnc1 | i | 0.14 | 45
CCCCOc1ccc(C(=O)Nc2ccc(OC)c(N3CCCCC3=O)c2)cc1 | i | 0.046 | 51
COc1ccc(/C=C/C(=O)c2ccccc2O)cc1 | i | 0.12 | 56
CCc1ccccc1NC(=O)N1CCN(c2ccc3nnc(C4CC4)n3n2)CC1 | i | 0.063 | 43
O=C(CC1=NS(=O)(=O)c2ccccc2N1)Nc1ccc(NC(=O)c2ccco2)cc1 | i | 0.087 | 59
CN1CCN(C(=O)c2cc3c(=O)n(C)c(=O)n(C)c3s2)CC1 | + | 0.18* | 47*
COc1ccc(NS(=O)(=O)c2ccc(N3C(=O)C(C)CS3(=O)=O)cc2)cc1OC (stereo not drawn) | i | 0.095 | 62
COc1cc2ccccc2cc1C(=O)Nc1sc2c(c1-c1nc3ccccc3s1)CCN(C)C2 | i | 0.085 | 35
CC(O)(CNC(=O)CSCc1ccccc1)C1CC1 (stereo not drawn) | i | 0.1 | 62
O=C(NCCC(O)c1cccs1)C1COc2ccccc2O1 (stereo not drawn) | i | 0.091 | 54
COc1cc(Br)cc2cc(S(=O)(=O)c3ccc(F)cc3)c(=O)oc12 | i | 0.095 | 63
COc1cccc2cc(-c3nnc(NC(=O)c4ccn(C)n4)o3)oc12 | i | 0.12 | 41
O=C(Cn1cc(-c2nc(-c3ccc(Cl)cc3)no2)ccc1=O)N1CCN(c2ccccc2)CC1 | i | 0.081&0.037 | 43&106
COc1ccc(-c2nnc(NC(=O)Cc3ccc(S(C)(=O)=O)cc3)o2)cc1OC | i | 0.091 | 46
COc1ccc(Cl)cc1S(=O)(=O)NCC(O)c1ccsc1 (stereo not drawn) | i | 0.17 | 68
CN1CCc2c(OCC(=O)NC3CCCCC3)cccc2C1=O | i | 0.099 | 68
Cc1ccc(NC(=O)N2CCN(c3cc(-n4ccnc4)ncn3)CC2)c(Cl)c1 | i | 0.069 | 61
Cc1ccc(-c2n[nH]n3c2nc(=O)c2ccc(C(=O)NCc4ccco4)cc23)cc1 | i | 0.15 | 55

# Entries of single compounds, looked up by structure. Values in the order: AMPAR-TARP mod | AMPAR-TARP mod agonism max-min | AMPAR-TARP mod glutamate slope
# Record of COc1ccc(Cl)cc1S(=O)(=O)NCC(O)c1ccsc1 (stereo not drawn) = i | 0.17 | 68
# Record of CN1CCc2c(OCC(=O)NC3CCCCC3)cccc2C1=O = i | 0.099 | 68
# Record of CS(=O)(=O)Nc1cccc(NC(=O)c2ccc(=O)n(Cc3ccccc3)n2)c1 = i | 0.082 | 60
# Record of CNC(=O)C(=O)Nc1cc(C)ccc1OC = i | 0.044 | 46
# Record of Cc1ccc(NC(=O)N2CCN(c3cc(-n4ccnc4)ncn3)CC2)c(Cl)c1 = i | 0.069 | 61

# Grouped by structure, those above with an NH in an aromatic ring
canonical_smiles | AMPAR-TARP mod | AMPAR-TARP mod agonism max-min | AMPAR-TARP mod glutamate slope
O=C1Nc2c(c(=O)[nH]c(=O)n2Cc2ccccc2)C(c2cccs2)N1 (stereo not drawn) | i | 0.076 | 59
CCS(=O)(=O)c1ccc(CC(=O)Nc2cccc(-c3nc4ccccc4[nH]3)c2)cc1 | i | 0.086 | 58
Cc1ccc(-c2n[nH]n3c2nc(=O)c2ccc(C(=O)NCc4ccco4)cc23)cc1 | i | 0.15 | 55

# (next part)
canonical_smiles | AMPAR-TARP mod | AMPAR-TARP mod agonism max-min | AMPAR-TARP mod glutamate slope
CCOC(=O)Cn1c(=NC(=O)c2cc(C)no2)sc2cc(Cl)ccc21 | i | 0.075 | 50
COCCCN1C(=O)CC(Nc2ccc(F)cc2)C1=O (stereo not drawn) | i | 0.066 | 56
COC(=O)COc1ccc2c(c1)O/C(=C\c1ccccc1OC)C2=O | i | 0.11 | 58
CC1CN(S(=O)(=O)c2ccc(C(=O)Nc3ccc4ncsc4c3)cc2)CC(C)O1 (stereo not drawn) | i | 0.028 | 36
COc1ccc(N2C(=O)C3N=NN(CC(=O)Nc4ccc(F)c(Cl)c4)C3C2=O)cc1OC (stereo not drawn) | i | 0.094 | 55
CN(C)C(CNC(=O)c1c(F)cccc1F)c1cccs1 (stereo not drawn) | i | 0.035 | 36
Cc1nc(-c2cccc(NC(=O)c3cccc(Oc4ncccn4)c3)c2)cs1 | i | 0.087 | 66
CC12CCC(C(=O)Nc3cc(Cl)ccc3Oc3ccccc3)(OC1=O)C2(C)C (stereo not drawn) | i | 0.052 | 33
O=C(c1cccs1)N1CCN(C(=O)c2cnn3ccccc23)CC1 | i | 0.1 | 52
CCOc1ccc(-c2nnc3n(CCCc4ccccc4)c4c(=O)n(C)c(=O)n(C)c4n23)cc1 | i | 0.056 | 59
COC(=O)C12CC3CC(CC(NC(=O)CCn4ccc(=O)[nH]c4=O)(C3)C1)C2 | i | 0.11 | 52
CCOc1ccc2nc(N(Cc3ccncc3)C(=O)/C=C/c3cccs3)sc2c1 | i | 0.11 | 47
Cc1ccc(-n2c(C)c(C)n3c4c(=O)n(CC(N)=O)c(=O)n(C)c4nc23)cc1 | i | 0.075 | 45
COc1ccccc1OCC(=O)Nc1ccc(CC(=O)NCc2cccs2)cc1 | i | 0.09 | 54
CCOc1ccc(Nc2nc(C)c([N+](=O)[O-])c(N3CCCCC3)n2)cc1 | i | 0.11 | 52
CCOc1ccc(CC(=O)NCC(c2cccs2)N(C)C)cc1 (stereo not drawn) | i | 0.026 | 47
Cc1ccc(S(=O)(=O)NCC(c2ccco2)N(C)C)cc1 (stereo not drawn) | i | 0.078 | 58
